# E coli WT exp = E. coli BW25113 growth inhibition, expanded screen. OD600 absorbance. growth inhibition, % at 100 µM. 0.15% of 98,000 active. AID 710;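 active = growth inhibition above about 50% at one test dose, limit read from the data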;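 note: growth measured after 20 h incubation at 37 °C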
# PostGolgi yeast = growth inhibition of a yeast mutant, post-Golgi transport screen; post-Golgi transport phenotypic cell assay; inhibition, % at 10 µM; AID 739; 0.9% of 98,000 active;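 note: yeast cells grown in 1536-well plates; yeast grown about 18 h at 30C before absorbance read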
# Fibroblast inh = blocks proliferation of human lung fibroblasts; LL 47 human lung fibroblast viability, ATP luminescence; hits give low values; viability, % at 10 µM; 1.1% of 85,000 active;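 active = viability at or below 50% in the single dose screen; inactive = viability above 50%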;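 note: compound exposure lasted 72 h before the ATP readout; 100% = median luminescence of untreated cell-only wells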
#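 Times – overnight cell rest, 72 h compound treatment at 37 °C · Test system – human lung fibroblast line LL 47, low passage · Amount – 1,150 cells in each well · Controls – cell-only wells, no compound · Doses – 0.1% DMSO in all compound wells · Measured by – CellTiter-Glo luminescence · Buffer or medium – IMEM plus 15% FBS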
# DAT uptake mod = human DAT dopamine uptake with cocaine, either direction; 1.3% of 110,000 active; AID 449768; LLC-PK1 hDAT cells, [14C]-dopamine uptake with cocaine IC80; actives deviate in either direction; B-score at 10 µM;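 active = Z score or B-score, a plate-position-corrected score, falls beyond the plate's 99.7% confidence bounds, in either direction; inactive = both scores lie inside the 99.7% bounds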;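 note: scored against the spread of the other compound wells on the same plate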
# Target sequence (Q01959 whole entry, looked up): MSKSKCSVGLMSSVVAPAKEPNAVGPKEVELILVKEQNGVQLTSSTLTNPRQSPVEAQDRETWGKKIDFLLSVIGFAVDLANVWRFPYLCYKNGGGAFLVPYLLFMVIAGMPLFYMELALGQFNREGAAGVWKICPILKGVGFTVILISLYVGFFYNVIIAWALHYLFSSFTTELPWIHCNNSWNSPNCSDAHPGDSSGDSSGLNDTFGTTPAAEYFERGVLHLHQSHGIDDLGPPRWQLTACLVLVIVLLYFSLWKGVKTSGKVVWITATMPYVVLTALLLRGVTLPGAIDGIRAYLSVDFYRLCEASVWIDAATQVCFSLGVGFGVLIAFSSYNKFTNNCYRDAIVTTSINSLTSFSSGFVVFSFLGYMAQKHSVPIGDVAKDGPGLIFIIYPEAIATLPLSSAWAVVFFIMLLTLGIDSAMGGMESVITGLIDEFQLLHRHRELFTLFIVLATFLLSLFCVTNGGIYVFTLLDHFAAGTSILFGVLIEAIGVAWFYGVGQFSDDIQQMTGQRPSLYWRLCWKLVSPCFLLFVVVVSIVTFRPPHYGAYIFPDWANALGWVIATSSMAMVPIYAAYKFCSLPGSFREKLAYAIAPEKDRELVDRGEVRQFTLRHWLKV
# S1P2 antag = S1P2 (human) receptor antagonism. O95136. cell-based S1P2 antagonist assay, inhibition at 5 uM. inhibition, % at 5 µM. 0.21% of 97,000 active; in the data active = inhibition above about 45%;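 note: CRE beta-lactamase reporter cells expressing human S1P2 stimulated with S1P; 0% = agonist at EC80 alone and 100% = agonist plus reference antagonist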
# Target sequence (O95136 whole entry, looked up): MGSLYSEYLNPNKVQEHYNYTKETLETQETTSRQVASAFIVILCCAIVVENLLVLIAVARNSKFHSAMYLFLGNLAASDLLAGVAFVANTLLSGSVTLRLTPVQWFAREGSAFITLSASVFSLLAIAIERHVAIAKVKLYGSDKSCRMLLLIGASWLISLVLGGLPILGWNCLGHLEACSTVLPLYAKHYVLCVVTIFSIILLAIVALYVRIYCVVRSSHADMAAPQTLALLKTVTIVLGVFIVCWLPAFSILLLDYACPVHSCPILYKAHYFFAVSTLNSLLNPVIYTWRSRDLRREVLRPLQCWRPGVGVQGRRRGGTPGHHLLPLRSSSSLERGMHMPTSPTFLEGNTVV
# H69AR growth 86K = blocks growth of human H69AR lung tumor cells | H69AR lung tumor viability, ATP luminescence, 72 h; hits give low values | viability, % at 10 µM | 6% of 85,000 active | AID 598;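 active = viability at or below 40%; inactive = viability above 40%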;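 note: multidrug resistant small cell line overexpressing MRP-1 efflux transporter; 100% = mean luminescence of untreated control wells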
# HUVEC inhibit = human endothelial cell proliferation inhibition. HUVEC proliferation, CellTiter-Glo luminescence, 72 h; hits give low values. viability, % at 10 µM (by protocol). 1.1% of 86,000 active. AID 648;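 active = viability at or below 30%; inactive = viability above 30%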;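 note: 100% = median luminescence of DMSO-only cell control wells on each plate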
# S1P2 ag = activates the human S1P2 receptor | O95136 | S1P2-expressing cell line, agonist reporter read-out | activation, % at 4.5 µM | 0.46% of 97,000 active; in the data active = activation above about 16%;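 note: 0% = vehicle low control and 100% = maximal reference agonist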
# PostGolgi ctrl = yeast control strain growth, post-Golgi counter-screen; efflux-deficient yeast background strain, growth absorbance A615, 16 h; inhibition, % at 10 µM; 5% of 98,000 active; AID 738
# Active calls of the source: *; . = no result given. Cut-off read from the data, not from the text of the source, unless noted: active = inhibition above about 30%; inactive = the rest.
SMILES,E coli WT exp,PostGolgi yeast,Fibroblast inh,DAT uptake mod,S1P2 antag,H69AR growth 86K,HUVEC inhibit,S1P2 ag,PostGolgi ctrl
Cn1c(NCCCO)nc2c1c(=O)n(Cc1ccccc1F)c(=O)n2C,0,-9,103,-0.025,2,93,105,-5,6
COc1ccc(CSc2nc3ccccc3[nH]2)cc1,12,-5,.,0.72,-22,.,.,-3,3
CCn1c(SCc2ccc(F)cc2)nnc1-c1nn(-c2ccccc2)ccc1=O,8,-1,.,0.78,16,.,.,-7,3
CCCCCC(=O)N1CCN(CCN=CC2=C(O)CC(c3ccc(OC)cc3)CC2=O)CC1 (configuration not stated),-2,-4,100,-0.01,28,99,106,-6,5
c1ccc(Cn2c(-c3cccs3)nc3nc4ccccc4nc32)cc1,-6,3,111,-1,-14,75,89,-3,21
N#Cc1c(N)nc2c(c1N)CC(=O)N2c1ccccc1-c1ccccc1,5,2,85,0.59,-4,93,108,-9,3
Cc1nnc(-c2cccc(Br)c2)c2cn(-c3ccc(Br)cc3)nc12,-6,64*,.,0.92,-22,.,.,-10,49*
CN(Cc1ccccc1)Cc1nc2c([nH]1)c(=O)n(C)c(=O)n2C,-5,-2,98,-0.85,-8,92,99,-3,-5
CC1(C)Cc2c(sc(NC(=O)C(C)(C)C)c2C#N)C(C)(C)N1,.,.,102,-0.57,-11,99,100,-1,.
COc1ccc(NC(=S)NC(NC(=O)/C=C/c2ccccc2)C(Cl)(Cl)Cl)cc1 (configuration not stated),-7,-1,.,-1.2,2,.,.,-8,1
O=C(CN1CCC(O)(c2ccc3c(c2)OCO3)CC1)N1CCOCC1,-9,-5,97,0.21,10,104,100,3,2
Cc1ccc(C2CC(c3cccc(Br)c3)n3nc(N)nc3N2)cc1 (configuration not stated),3,-1,96,0.34,.,48,88,.,1
Cc1ccc(CSCCNC(=O)/C=C/c2ccccc2Cl)cc1,-3,-8,.,-0.24,-13,.,.,-3,6
Cc1ccc(CS(=O)(=O)Cc2ccc(C(=O)NCC3CCCO3)o2)cc1 (configuration not stated),-6,2,.,-0.48,2,.,.,-4,7
CC1(C)Oc2ccc(C(=O)N3CCCC3)cc2N(CC(=O)NCc2ccccc2)C1=O,-4,-6,96,0.63,-15,83,92,0,1
COc1ccc(CC(=O)n2nc(-c3ccc(Cl)cc3)nc2NCc2ccco2)cc1,-11,-1,81,-0.077,2,30*,75,-5,11
Cc1ccc(NC(=O)c2cnccn2)c(OC(F)F)c1,1,17,110,0.46,-1,97,103,-3,-5
CCC(C)NC(=O)C1c2cc(OC)c(OC)cc2C(=O)N(C)C1c1ccc(OC)cc1 (configuration not stated),-8,1,.,-0.03,5,.,.,-1,0
CC1(C)Cc2c(c(N3CCCC3)nc3sc4c(N5CCN(CCO)CC5)ncnc4c23)CO1,12,7,74,.,-69,89,68,14,6
CC(C)OCCCN1CN(S(=O)(=O)c2ccc(Cl)cc2)c2nc3ccccc3nc21,-8,-1,104,-1.4,6,96,115,-6,30
CCN=C1SC(C(=O)Nc2ccccc2)CC(=O)N1CC (configuration not stated),4,3,98,0.96,-12,101,99,-1,8
O=C(Nc1ccccc1C(F)(F)F)N1CCC(N2CCCCC2)CC1,2,4,.,0.085,7,100,100,-1,-2
CCc1noc(C)c1C(=O)N1CC(C)OC(C)C1 (configuration not stated),3,4,93,0.22,16,98,94,-5,7
N=c1c2c3c(sc2ncn1CCCO)CCCC3,3,0,105,0.036,-9,86,103,-6,9
CN(C)CC(C)(C)CNS(=O)(=O)c1ccc(Cl)c(Cl)c1,-9,-5,.,-0.62,-18,.,.,-6,-3
CCOC(=O)/C(=N\NC(=O)c1ccccc1)c1ccccc1,-1,-4,100,1.3,-3,100,102,0,1
CCOc1cc(CO)c(Br)cc1OCC(=O)O,0,5,94,-1.1,-6,97,93,-2,4
O=C(CN1CCC(n2nnc3cc(F)ccc32)CC1)N1CCCc2ccccc21,-3,-4,93,-0.46,19,89,87,-9,14
COc1ccc(C(=O)CSc2nnc(CNc3ccc(C)cc3C)n2Cc2ccco2)cc1,-18,1,94,-0.23,-5,77,103,-2,15
O=C(O)CCC(=O)N1CCc2cc(S(=O)(=O)N3CC=C(c4ccccc4)CC3)ccc21,-13,-8,98,0.79,3,96,102,-5,5
Cc1cccc(N(CC(=O)NC2CCCC2)C(=O)CCCC(=O)Nc2ccccn2)c1,0,-7,98,0.82,4,98,105,-8,9
COc1ccc(Cc2c(O)nc(SCC(=O)N3CCCCCC3)[nH]c2=O)cc1,.,.,99,0.14,-19,95,101,-2,.
CC(C)CCNC(=O)NC(=O)COC(=O)c1cc(S(=O)(=O)N2CCOCC2)ccc1N1CCCCC1,-4,11,106,0.0039,-24,83,77,-6,-5
O=C(CCc1nc2ccccc2[nH]1)Nc1ccc2c(c1)OCO2,-2,-6,91,-0.53,-13,85,69,-4,11
Cc1nnc(NC(=O)CSc2nnc(Cc3cccn3C)n2CCc2ccccc2)s1,-5,0,96,0.36,-17,71,105,-1,2
C=CCn1c(N)c(C(=O)Nc2ccc(C)c(C)c2)c2nc3ccccc3nc21,-15,-27,77,-0.016,-35,53,85,9,4
CC1CCc2c(C(=O)Oc3cccc(-n4cnnn4)c3)csc2C1 (configuration not stated),-19,10,105,-0.065,-15,88,92,0,26
CCOC(=O)C1CCN(C(=O)CNS(=O)(=O)c2ccc(Br)s2)CC1,6,3,100,0.71,7,87,106,-8,3
CCNC(=S)NNC(=O)c1csc2c1CCC(C)C2 (configuration not stated),5,-5,.,-0.36,23,.,.,-7,-1
COc1ccc(Cl)cc1NC(=O)CN(c1ccccc1)S(=O)(=O)N(C)C,-6,5,75,0.0033,8,71,70,-4,26
Cc1csc(SCC(=O)N2CCN(S(=O)(=O)c3ccc(Cl)cc3)CC2)n1,1,6,98,.,12,65,82,-8,4
O=C(Nc1ccc(-n2nncc2-c2ccco2)cc1)c1cccc(F)c1,-1,12,106,.,-3,80,94,-2,14
CC(=O)c1cccc(NC(=O)Cn2cc3c(n2)CCCC3)c1,-2,-11,91,0.019,17,92,94,-5,-3
COC(=O)c1ccc(OCC(O)Cn2nnc3ccccc32)cc1 (configuration not stated),9,13,95,1.1,-2,105,90,-4,2
CCOC(=O)N1CCC(NC(=O)Cn2c3ccccc3c3cn[nH]c(=O)c32)CC1,5,-18,95,-0.13,.,88,85,.,7

# 7 entries already listed, ordered by their value in DAT uptake mod, largest number first.
molecule | DAT uptake mod
O=C(O)CCC(=O)N1CCc2cc(S(=O)(=O)N3CC=C(c4ccccc4)CC3)ccc21 | 0.79
CCOC(=O)C1CCN(C(=O)CNS(=O)(=O)c2ccc(Br)s2)CC1 | 0.71
C=CCn1c(N)c(C(=O)Nc2ccc(C)c(C)c2)c2nc3ccccc3nc21 | -0.016
CC1CCc2c(C(=O)Oc3cccc(-n4cnnn4)c3)csc2C1 (configuration not stated) | -0.065
Cc1ccc(CSCCNC(=O)/C=C/c2ccccc2Cl)cc1 | -0.24
CCNC(=S)NNC(=O)c1csc2c1CCC(C)C2 (configuration not stated) | -0.36
O=C(CCc1nc2ccccc2[nH]1)Nc1ccc2c(c1)OCO2 | -0.53

# Next results follow:
SMILES,E coli WT exp,PostGolgi yeast,Fibroblast inh,DAT uptake mod,S1P2 antag,H69AR growth 86K,HUVEC inhibit,S1P2 ag,PostGolgi ctrl
CN1CC(=O)N(CC(=O)Nc2ccc(F)cc2)c2ccccc2C1=O,3,-6,92,-0.43,15,109,87,-1,-6
Cc1cc(C)n(-c2nnc(C)n2NC(=O)c2cccc(Cl)c2)n1,.,.,95,-8.7*,-14,88,106,-1,.
CCOC(=O)C1=C(N)Oc2c(c(=O)[nH]c3ccccc23)C1c1ccccc1 (configuration not stated),-2,-3,98,0.68,-6,13*,59,1,3
Cc1cc(C)n(-c2nc(Nc3ccccc3C(F)(F)F)nc(-n3nc(C)cc3C)n2)n1,.,.,27*,0.033,59*,8.1*,15*,-7,.
CCN(CC)CCCN1C(=O)C(=O)/C(=C(/O)c2ccc3c(c2)OCCO3)C1c1ccco1 (configuration not stated),-4,-2,102,-0.7,29,98,110,-7,7
CC1CC(C(F)(F)F)n2nc(C(=O)O)cc2N1 (configuration not stated),-1,-6,113,-0.069,-10,105,98,-4,-5
O=C(O)C1CC(c2ccccc2)=NO1 (configuration not stated),-6,3,100,-0.052,8,101,98,0,-3
CCC(C)[C@H](NC(=O)NCC1CCCO1)C(=O)OC (some centres not stated),1,-17,100,-0.52,-11,91,95,-13,28
Cc1ccc(N2C(=O)CC(Sc3ncn[nH]3)C2=O)cc1 (configuration not stated),-5,-12,106,-0.34,23,86,102,-7,-1
CCCc1ccc(OCc2ccc(C(=O)N3CCN(c4ccccn4)CC3)o2)c(OC)c1,-14,7,93,0.66,-8,61,59,-5,71*
Cc1ccc2c(c1)c(C)c(C)n2CC(O)CN1CCOCC1 (configuration not stated),.,.,106,-0.95,-9,86,97,-6,.
Cc1ccc(C(=O)N/C(=C/c2ccco2)C(=O)Nc2cccc(C)c2)cc1,-4,-8,107,1.9,6,91,94,-5,-6
COc1ccc(N2CCSC2C(=O)NN)cc1 (configuration not stated),.,.,112,0.12,-15,88,104,-8,.
CC1CCN(C(=O)CSc2nnc(CSc3ncccn3)n2C)CC1,5,7,112,-0.98,.,99,102,.,11
Cc1ccc(NC(=O)CSc2n[nH]c(-c3ccncc3)n2)cc1C,-6,1,110,0.38,.,81,88,.,-5

# Retrieved by structure from the list above, 4 records:
SMILES,E coli WT exp,PostGolgi yeast,Fibroblast inh,DAT uptake mod,S1P2 antag,H69AR growth 86K,HUVEC inhibit,S1P2 ag,PostGolgi ctrl
CCN(CC)CCCN1C(=O)C(=O)/C(=C(/O)c2ccc3c(c2)OCCO3)C1c1ccco1 (configuration not stated),-4,-2,102,-0.7,29,98,110,-7,7
Cc1ccc(NC(=O)CSc2n[nH]c(-c3ccncc3)n2)cc1C,-6,1,110,0.38,.,81,88,.,-5
Cc1ccc2c(c1)c(C)c(C)n2CC(O)CN1CCOCC1 (configuration not stated),.,.,106,-0.95,-9,86,97,-6,.
CCCc1ccc(OCc2ccc(C(=O)N3CCN(c4ccccn4)CC3)o2)c(OC)c1,-14,7,93,0.66,-8,61,59,-5,71*

# Continued.
SMILES,E coli WT exp,PostGolgi yeast,Fibroblast inh,DAT uptake mod,S1P2 antag,H69AR growth 86K,HUVEC inhibit,S1P2 ag,PostGolgi ctrl
CSc1ccccc1-c1nnc(-c2ccccc2)o1,-6,15,.,0.92,-13,.,.,-3,18
C=CCn1c(CNC(=O)c2ccccc2C)nnc1SCC(=O)NC1CCCC1,2,0,97,0.24,18,100,104,-2,16
CCOC(=O)Cn1nnnc1C(CC)N(Cc1cccs1)Cc1cc2ccc(OC)cc2[nH]c1=O (configuration not stated),-16,-9,96,0.76,9,88,92,-4,13
Cn1c(CCNC(=O)c2ccccc2Cl)n[nH]c1=S,2,-5,.,-0.46,7,.,.,-4,-7
O=C(CCCc1nc(-c2ccc(Cl)cc2)no1)Nc1cccnc1,9,54*,108,-0.55,-14,111,64,-5,88*
